Bioassay records as filed in PubChem BioAssay.
NCI-60 one-dose screen, 48 h, at 10 µM unless noted. Numbers give growth in % (100 = growth as untreated, 0 = no growth, -100 = all killed).
A549/ATCC – A549/ATCC NSCLC; 81,000 compounds, 3.7% hits
HOP-92 – HOP-92 NSCLC cells; 71,000 compounds, 6.3% hits
HOP-62 – HOP-62 NSCLC. 80,000 compounds, 3.9% hits
M14 – M14 melanoma. AID 1794745. 80,000 compounds, 6.2% hits
UACC-257 – UACC-257 melanoma. 78,000 compounds, 4.4% hits
UACC-62 – UACC-62 melanoma; 81,000 compounds, 5.4% hits; AID 1794756
MALME-3M – MALME-3M melanoma; AID 1794766; 78,000 compounds, 5.8% hits
EKVX – EKVX NSCLC; 71,000 compounds, 3% hits
An asterisk follows results filed as active; . = not tested or not shown; & = joins results of further samples. How the source made its calls: active means growth percent below 10; inactive means the rest.

Every second line gives: HOP-62, M14, EKVX, HOP-92, A549/ATCC, UACC-62, UACC-257, MALME-3M
O=C(Cn1cc(COc2ccc([N+](=O)[O-])cc2)nn1)Nc1nc2ccccc2s1
 : 98, 105, 98, 107, 101, 93, 97, 104
CCCn1ccnc1C(O)c1ccc(OCc2ccccc2)c(OC)c1 (stereo not drawn)
 : 87, 97, 89, 68, 98, 87, 94, 81
CC1(C)CC[C@]23CC[C@]4(C)[C@H](CC[C@@H]5[C@@]6(C)CC[C@H](N)C(C)(C)[C@@H]6CC[C@]54C)[C@H]2[C@H]1OC3
 : 96, 83, 63, 69, 24, 95, 99, 109
Cc1ccc2oc(=O)cc(-c3nnc(N)s3)c2c1
 : 102, 108, 95, 105, 102, 91, 102, 103
O=c1sc2cc(Nc3ncnc4c3cnn4-c3ccccc3)ccc2n1Cc1ccc(Cl)cc1
 : 94, 83, ., 64, 78, 58, 93, 86
COc1ccc(/C=c2/c(=O)n(-c3ccccc3)c3nn4c(-c5ccc(Cl)cc5)nnc4n23)cc1
 : 94, 99, 91, 96, 104, 86, 111, 95
Cc1ccc(NC(=O)c2sc3nc4c(cc3c2N)C(=O)CCC4)cc1C
 : 24, 8.4*, ., 91, 19, 40, 54, 49
Cc1ccc(S(=O)(=O)NCCCNc2nccc(-c3c(-c4ccccc4)nc4occn34)n2)cc1
 : 102, 100, 89, 95, 80, 98, 105, 95
CC1=C(C(=O)OCc2ccccc2)C(c2cn[nH]c2-c2ccc(OCc3ccccc3)cc2)NC(=S)N1 (stereo not drawn)
 : 93, 80, 80, 101, 53, 67, 66, 104
CCOc1ccc(C)cc1N
 : 99, 102, 97, 91, 76, 112, 83, 113

Next structures:
Every second line gives: HOP-62, M14, EKVX, HOP-92, A549/ATCC, UACC-62, UACC-257, MALME-3M
N#COc1ccc(-c2ccccc2)cc1
 : 99, 104, 98, 85, 97, 82, 105, 100
CCN(CC)CCCC(C)Nc1ncnc2cc(Cl)ccc12 (stereo not drawn)
 : 89, 102, 96, ., 102, 92, 101, 115
Cn1c(=O)[nH]c2c(c1=O)CCO2
 : ., 94, 95, 75, 100, 97, 95, 103
CC(C)c1ncc([N+](=O)[O-])n1C
 : 118, 103, 126, 104, 97, 107, 97, 129
CCCCCCCc1nc(C#N)c(NCc2cccnc2)o1
 : 96, 95, 83, 74, 99, 77, 110, 115
O=c1c2cc(F)ccc2sc2c(-n3ccnc3)nc3ccccc3c12
 : 94, 105, 68, 80, 86, 89, 111, 105
CC1=CC(C)(C)NC(=S)N1c1ccc(N(C)C)cc1
 : 106, 103, 101, 84, ., 102, 113, 111
Cc1ccc(C2=CSC3=NC(=O)C(CCN4CCOCC4)N23)cc1 (stereo not drawn)
 : 99, 106, ., 69, 76, 81, 95, 150
COc1ccc(/C=C2\Oc3cc(OCCN4CCCCC4)ccc3C2=O)cc1
 : 98, 96, 102, 87, 104, 97, 110, 96
OCCOc1ccc(-c2cc(-c3ccccn3)nc(-c3ccccn3)c2)cc1
 : 4.6*, -63*, 19, -1.1*, 4.8*, -45*, 1.3*, 17

New compounds follow.
Every second line gives: HOP-62, M14, EKVX, HOP-92, A549/ATCC, UACC-62, UACC-257, MALME-3M
CN(C)CC1CCCCC1O (stereo not drawn)
 : 103, 101, 112, 75, 104, 88, ., 101
CN1C(=O)N(C)C2C1NN=c1s/c(=C\c3c[nH]c4ccccc34)c(=O)n12 (stereo not drawn)
 : 49, 12, 52, 114, 24, 38, 79, 61
COc1cc2nc(N3CCC[C@H](NC4=CC(=O)c5ccccc5C4=O)C3)nc(N)c2cc1OC
 : 64, 96, ., 76, -81*, -88*, 98, -81*
O=C1c2c(c(=O)[nH]c3ccccc23)CCN1Cc1ccccc1
 : 93, 102, 92, ., 103, 97, 104, .
NS(=O)(=O)c1ccc(N/N=C(/CS(=O)(=O)c2ccccc2)c2cc3cc(Br)ccc3oc2=O)cc1
 : 97, 98, 92, 74, 94, 97, 95, 97
O=C1Nc2ccc(Cl)cc2C12Nc1ccccc1S2 (stereo not drawn)
 : 103, 94, ., 108, 91, 76, 92, 92
Cc1ccc(S(=O)(=O)NCCNc2nc(Nc3ccc(N4CCN(C)CC4)cc3)nc3ccsc23)cc1
 : 112, 106, 95, ., 94, 103, 107, 117
Cc1nn2c(-c3nc4ccc(Cl)cc4[nH]3)c(-c3ccccc3)nc2s1
 : 106, 96, ., 81, 84, 96, 94, 105
Cc1cc[n+](CCC(N)=O)cc1
 : 97, 121, 91, 94, 97, 98, 108, 102
Cc1cccc(-c2nnc(-c3cccc4ccccc34)o2)c1
 : ., 97, 70, 52, ., 71, 93, 93

(more compounds)
Every second line gives: HOP-62, M14, EKVX, HOP-92, A549/ATCC, UACC-62, UACC-257, MALME-3M
OCc1c(CO)c(-c2ccc(Cl)c(Cl)c2)n2c1CCC2
 : 99, 101, ., 95, 89, 94, 76, 92
CCCCCC(=O)NCCC(=O)c1ccccc1
 : 97, 105, 100, ., 90, 95, 89, 100
CN(C(=O)CSC(N)=O)c1ccccc1
 : 103, 110, 110, 75, 103, 101, 97, .
Brc1ccc(SSc2ccc(Br)cc2)cc1
 : 75, 69, ., 98, 67, 97, 98, 75
COc1ccc(-c2nc3ccc(C(=O)N=Nc4c(O)[nH]c5ccc(Cl)cc45)cc3[nH]2)cc1
 : 104, 117, 115, 134, 111, 123, 117, 113
S=C(c1ccccc1)N1CCOCC1
 : 104, 110, 96, 74, 100, 105, 88, 120
N#C/C(=C\c1ccc(O)cc1)c1nc2ccccc2s1
 : 104, 113, 88, 99, 94, 86, 92, 115
COc1ccc(Nc2cc(=S)nc(N)[nH]2)cc1
 : 107, 107, 117, ., 104, 104, 111, .
O=c1[nH]c2c(cc1S(=O)(=O)c1ccccc1)CCc1c-2cnn1-c1ccc(Cl)cc1
 : 94, 100, ., 89, 92, 107, 92, 111
CN1c2ccccc2S(=O)(=O)n2c(SCC(=O)Nc3nc4ccc(F)cc4s3)nnc21
 : 103, 100, 102, 85, 83, 96, 86, 99

The listing continues:
Every second line gives: HOP-62, M14, EKVX, HOP-92, A549/ATCC, UACC-62, UACC-257, MALME-3M
C[C@H]1[C@H](C)CC[C@]2(C(=O)OCCCC[P+](c3ccccc3)(c3ccccc3)c3ccccc3)CC[C@]3(C)C(=CC[C@@H]4[C@@]5(C)CC[C@H](OC(=O)C(Cl)Cl)C(C)(C)[C@@H]5CC[C@]43C)[C@H]12
 : -65*, -83*, -35*, -70*, -42*, -68*, -79*, -85*
CCN1C(=O)N(CC)C2SC(N/N=C/c3cccs3)=NC21 (stereo not drawn)
 : 32, 6.5*, ., -7.4*, 20, 37, 54, 66
c1ccc2c(c1)nc(-c1ccc3c(c1)OCO3)c1cccn12
 : 91, 100, 82, ., 108, 82, 113, 97
N#C/C(=C\c1cccc(Br)c1)C(=O)c1ccccc1
 : 100, 110, ., ., 98, ., 102, .
O=C(Nc1ncc(Cc2ccc(F)cc2)s1)C(=S)N1CCOCC1
 : 111, 101, 102, 107, 105, 92, 101, 99
CSc1oc(-c2ccccc2)nc1S(=O)(=O)c1ccc(C)cc1
 : 87, 97, 95, 71, 94, 69, 103, 121
C#Cc1ccc(-n2c(/C=C/c3cccc(OC(F)(F)F)c3)nc3ncccc3c2=O)cc1
 : 97, 98, ., ., 88, 114, 99, 100
COc1ccc(C(=O)CSc2nccc(Nc3ccc(S(=O)(=O)Nc4nccs4)cc3)n2)cc1
 : 109, 90, 100, 110, 107, 88, 99, 102
O=C(CCSCCC(=O)N/N=C/c1cccc(Cl)c1)N/N=C\c1cccc(Cl)c1
 : 115, 114, 95, 83, 106, 102, 114, 89
O=C(Nc1ccc(Br)cc1)c1ccc(Cl)c(Cl)c1
 : 98, 64, 24, ., 63, 44, 102, 48

Single records, as listed above. Order of screens: HOP-62 | M14 | EKVX | HOP-92 | A549/ATCC | UACC-62 | UACC-257 | MALME-3M
C#Cc1ccc(-n2c(/C=C/c3cccc(OC(F)(F)F)c3)nc3ncccc3c2=O)cc1 is listed as 97 | 98 | . | . | 88 | 114 | 99 | 100
O=C(CCSCCC(=O)N/N=C/c1cccc(Cl)c1)N/N=C\c1cccc(Cl)c1 is listed as 115 | 114 | 95 | 83 | 106 | 102 | 114 | 89

Back to the main list with the two entries that preceded the break.
Every second line gives: HOP-62, M14, EKVX, HOP-92, A549/ATCC, UACC-62, UACC-257, MALME-3M
O=C(CCSCCC(=O)N/N=C/c1cccc(Cl)c1)N/N=C\c1cccc(Cl)c1
 : 115, 114, 95, 83, 106, 102, 114, 89
O=C(Nc1ccc(Br)cc1)c1ccc(Cl)c(Cl)c1
 : 98, 64, 24, ., 63, 44, 102, 48
COC1OC2COC(c3ccccc3)OC2C(O)C1O (stereo not drawn)
 : 91, 97, ., 98, 94, 105, 96, 104
O=C(O)C(=O)Nc1ncn[nH]1
 : 90, 109, 91, ., 102, 105, 96, 102
COc1ccc(-c2nc3c(ccc4ccccc43)o2)cc1OC
 : 83, 88, 94, 80, 101, 98, 98, 96
NNc1cc(Cl)c(S(=O)(=O)O)cc1Cl
 : 130, 84, 91, ., 87, 96, 104, 99
CC(=O)Nc1cccc(-n2c(COc3ccc(I)cc3)nc3ccccc32)c1
 : 120&118, 115&102, 102&86, 116&80, 108&101, 98&61, 106&112, 106&87
CC(C)Oc1ccccc1C(=O)Nc1ccccc1C(=O)Nc1cccc(S(=O)(=O)C(F)(F)F)c1
 : 104, 88, 86, 110, 92, 96, 98, 96
COc1ccc(-c2nc3ccccn3c2-c2nnc(-c3ccc(OC)c(OC)c3)o2)cc1
 : 95, 122, 102, ., 93, 87, 105, 99
CC(=O)CC1(O)C(=O)c2cccc3cccc1c23 (stereo not drawn)
 : 101, 104, 93, 82, 107, 105, 115, 118
N#Cc1c(Nc2ccccc2)n[nH]c1N
 : 108, 95, 120, 97, 95, 92, 106, 99
c1ccc(CCNc2ccnc3ccccc23)cc1
 : 76, 84, ., 58, 67, 74, 74, 82

New compounds follow
Every second line gives: HOP-62, M14, EKVX, HOP-92, A549/ATCC, UACC-62, UACC-257, MALME-3M
COc1ccc(-c2cc(-c3cccnc3)nc3oc(C(=O)c4ccc(C)cc4)c(N)c23)cc1OC
 : 95, 97, 76, 67, 77, 94, 101, 46
CC(=O)Oc1cc(OC(C)=O)c2oc(=O)c(-c3ccccc3)cc2c1
 : 89, 101, 101, 79, 92, 80, 94, 89
O=C(Nc1ccc(Oc2ccc(=O)[nH]n2)cc1)Nc1ccc(Cl)c(C(F)(F)F)c1
 : 98, 90, 96, 99, 82, 79, 104, 110
O=C(Cn1ccc(=O)[nH]c1=O)c1ccc([N+](=O)[O-])o1
 : 118, 91, ., 136, 109, 87, 82, 58
COc1ccccc1C(=O)NNC(=O)CSc1nc2ccccc2c(=O)[nH]1
 : 98, 94, 70, 80, 93, 90, 103, 86
O=C1C=CC2(NN=C(c3ccccc3)N2c2ccc(Cl)cc2)c2cccc(O)c21 (stereo not drawn)
 : 27, 29, 75, 125, 22, -33*, 5.9*, 39
FC(F)(F)c1ccc(/C=N/Nc2nnc3n2N=C(c2ccc(Cl)cc2)CS3)cc1
 : 16, 74, 66, 3.5*, 52, 55, 47, 16
CCOC(=O)c1c(N)nn2c(-c3ccccc3)cc(C)nc12
 : 102, ., 93, 120, 106, 95, 113, 55
C=C1C(=O)O[C@H]2[C@H]1CC/C(COC(=O)C(=O)c1cn(C)c3ccc(Cl)cc13)=C\CC[C@@]1(C)O[C@@H]21
 : -70*, -77*, -60*, -83*, -63*, -82*, -84*, -66*
Cn1ccc(=O)c(C(=O)Nc2nsc3ccc([N+](=O)[O-])cc23)c1
 : 96, 47, 82, 41, 75, 33, 90, 66

Filtered by structure: the compounds so far with a thiophene ring, fused or not
Every second line gives: HOP-62, M14, EKVX, HOP-92, A549/ATCC, UACC-62, UACC-257, MALME-3M
Cc1ccc(NC(=O)c2sc3nc4c(cc3c2N)C(=O)CCC4)cc1C
 : 24, 8.4*, ., 91, 19, 40, 54, 49
Cc1ccc(S(=O)(=O)NCCNc2nc(Nc3ccc(N4CCN(C)CC4)cc3)nc3ccsc23)cc1
 : 112, 106, 95, ., 94, 103, 107, 117
CCN1C(=O)N(CC)C2SC(N/N=C/c3cccs3)=NC21 (stereo not drawn)
 : 32, 6.5*, ., -7.4*, 20, 37, 54, 66

The results go on:
Every second line gives: HOP-62, M14, EKVX, HOP-92, A549/ATCC, UACC-62, UACC-257, MALME-3M
Cn1cc(-c2noc(C(=O)c3cn(C)c4ncccc34)n2)c2cc(F)ccc21
 : 92, 99, 75, 40, 96, 89, 98, 72
CC(C)NCC(O)COc1cccc2ccccc12 (stereo not drawn)
 : 98&107, 100&98, 97&92, 89&81, 96&95, 106&109, 98&88, 107&100
O=C(O)C1CCC(=O)N1C(=O)OCc1ccccc1 (stereo not drawn)
 : 94, 102, 98, 99, 97, 87, 95, 96
Cc1ccc(S(=O)(=O)OCC2OCOC3C(CI)OCOC23)cc1 (stereo not drawn)
 : 85, 96, 96, 110, 95, ., 99, 96
COc1ccc(-c2nnc3ccc(N/N=C/c4ccc(O)cc4)nn23)cc1
 : 88, 56, 38, 31, 59, 59, 82, 64
CCN1Cc2c(/C=C/c3ccccc3)nc3ccc(OC)cc3c2N(c2cccc(Cl)c2)C1
 : 107, 78, 67, ., 34, 52, 41, 96
Clc1ccc(/C=N\N=c2\scc(-c3ccc(Cl)cc3)n2/N=C/c2ccc(Cl)cc2)cc1
 : 107, ., 109, 106, 76, 99, 78, 100

Random draw from the library. Share with any hit: about 10%.
